Assay outcomes (PubChem)
procasp7 counter – procaspase-7 activators, primary screen, counter-screen for procaspase-3 activator project, biochemical, absorbance, HTS, human; recombinant procaspase-7, Ac-DEVD-pNA absorbance 405 nm; D23A/D198A/D206A triple mutant, cannot self-cleave; scale: DMSO 0, 5 µM enzyme 100; activation, % at 8.5 µM; hit rate 0.093% among 330,000; Caspase-7 (Homo sapiens), P55210;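 active = percent activation above the screen-wide mean plus 3 SD, cut at about 25% in these data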
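Material: Procaspase-7 triple mutant (PC-7 D3A) | Quantity: 2 µM procaspase-7 mutant as dispensed | Reagent: DEVD-pNA substrate | Times: 1 h preincubation, 2 h reaction | Technique: 405 nm absorbance of p-nitroaniline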
MEP2-GFP yeast – modulators of MEP2-GFP levels in yeast, primary screen, S. cerevisiae, multiplex flow cytometry, MLPCN library; S. cerevisiae MEP2-GFP strain, 3 h; 100% = DMSO control level; hit rate 0.51% among 330,000; GFP response vs DMSO, % at 10 µM;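 active = GFP response versus DMSO above a set limit, roughly screen mean plus 3 SD, cut at about 180% in these data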;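 note: median GFP fluorescence of the barcode-gated MEP2-GFP cells per well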
AHR activator – AHR activators, primary screen, cell-based, luminescence, luciferase reporter, human; Aryl hydrocarbon receptor (Homo sapiens), P35869; AHR-responsive luciferase reporter cells; activation, % at 5 µM; hit rate 2.5% among 320,000; AID 2796, 2010; in the data active = activation above about 47%;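 note: 0% = vehicle wells and 100% = reference agonist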
LAP4-GFP MLPCN – modulators of LAP4-GFP expression in yeast, primary screen, S. cerevisiae, multiplex flow cytometry, MLPCN library. AID 2023, 2009. hit rate 0.34% among 320,000. GFP response vs DMSO, % at 10 µM. 3 h; median GFP as percent of DMSO wells;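 active = GFP response vs DMSO above a set limit, about the screen mean plus 3 SD, cut at about 150% in these data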
ZTA DNA inh – blocks Epstein-Barr virus ZTA, an EBNA-1 counter-screen. P03206. ZTA-DNA binding, fluorescence polarization. inhibition, % at 11 µM. hit rate 0.15% among 320,000; in the data active = inhibition above about 33%
EBNA-1 inhibitor – EBNA-1 DNA-binding inhibitors, primary screen, biochemical, fluorescence polarization; inhibition, % at 14.8 µM; hit rate 0.34% among 300,000; in the data active = inhibition above about 28%
proCasp3 act – activators of human procaspase-3 D3A mutant, primary screen, biochemical, absorbance, PC-3 D3A mutant, single concentration; Caspase-3 (Homo sapiens), P42574; recombinant procaspase-3 D3A, Ac-DEVD-pNA absorbance 405 nm; activation, % at 8.5 µM; hit rate 0.11% among 330,000;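 active = activation above the mean of all tested compounds plus 3 SD, cut at about 21% in these data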;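 note: 0% = DMSO alone and 100% = DMSO wells spiked with extra 5 µM PC-3 D3A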
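assay system = Procaspase-3 D3A mutant | signal = absorbance at 405 nm, 0 and 120 min | times = 1 h preincubation plus 2 h reaction at 25 °C | repeats = single replicate | read-out = % activation between DMSO and enzyme-spiked controls | medium = Zinc-free HEPES saline buffer with Triton X-100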
RPL19A-GFP yeast – RPL19A-GFP expression modulators in yeast, primary screen, cell-based, S. cerevisiae, multiplex flow cytometry, MLPCN; S. cerevisiae RPL19A-GFP strain, 3 h; hits give low values; percent response vs DMSO, % at 10 µM; hit rate 0.3% among 330,000;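 active = percent response vs DMSO below 50%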;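 note: median channel GFP fluorescence of the barcoded RPL19A-GFP strain; ratio of sample median GFP to plate DMSO average so 100% = DMSO; lower means less RPL19A-GFP as with rapamycin TOR inhibition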
Starred values were filed as active, the others as inactive; · = no result given. Compounds were not picked by outcome, and some 3.8% of all compounds hit somewhere here.

1. Cc1ccc(Nc2n[nH]c(C)c2[N+](=O)[O-])cc1C
2. Cc1ccc2nc(NC(=O)CS(=O)(=O)Cc3ccccc3)sc2c1
3. CC(=O)N1CSCC1C(=O)NNS(=O)(=O)c1cccc(C(F)(F)F)c1 (stereo not given)
4. Cc1sc2nc(CC(=O)N3CCCC3)[nH]c(=O)c2c1C
5. O=C(NCC(c1ccco1)N1CCCCC1)c1ccc(S(=O)(=O)Nc2ccccc2)cc1 (stereo not given)
6. COc1ccc(CC(=O)N2CCN=C2SCc2ccc([N+](=O)[O-])cc2)cc1
7. O=C(NCCN1CCOCC1)c1ccc(Cl)c([N+](=O)[O-])c1
8. CCCNC(=O)Cn1c(=O)/c(=C\c2ccc(-c3cccc([N+](=O)[O-])c3)o2)s/c1=C\C(=O)C(C)(C)C
entry no.	1	2	3	4	5	6	7	8
procasp7 counter	5	7	11	-4	1	-2	1	-3
MEP2-GFP yeast	96	90	99	97	103	105	94	100
AHR activator	39	10	0	6	1	-2	-1	7
LAP4-GFP MLPCN	113	108	108	97	103	105	83	92
ZTA DNA inh	-4	5	9	-10	6	5	4	-1
EBNA-1 inhibitor	10	16	-1	-9	-7	6	-4	-3
proCasp3 act	-4	3	-1	-11	-1	-2	-9	0
RPL19A-GFP yeast	98	99	96	102	101	118	102	104

An excerpt from above in order of molar mass, highest first.
8. CCCNC(=O)Cn1c(=O)/c(=C\c2ccc(-c3cccc([N+](=O)[O-])c3)o2)s/c1=C\C(=O)C(C)(C)C
5. O=C(NCC(c1ccco1)N1CCCCC1)c1ccc(S(=O)(=O)Nc2ccccc2)cc1 (stereo not given)
3. CC(=O)N1CSCC1C(=O)NNS(=O)(=O)c1cccc(C(F)(F)F)c1 (stereo not given)
2. Cc1ccc2nc(NC(=O)CS(=O)(=O)Cc3ccccc3)sc2c1
4. Cc1sc2nc(CC(=O)N3CCCC3)[nH]c(=O)c2c1C
entry no.	8	5	3	2	4
procasp7 counter	-3	1	11	7	-4
MEP2-GFP yeast	100	103	99	90	97
AHR activator	7	1	0	10	6
LAP4-GFP MLPCN	92	103	108	108	97
ZTA DNA inh	-1	6	9	5	-10
EBNA-1 inhibitor	-3	-7	-1	16	-9
proCasp3 act	0	-1	-1	3	-11
RPL19A-GFP yeast	104	101	96	99	102

Next compounds follow:
9. CCCCCCSc1ncc(C#N)c(N)n1
10. C/C(=C\C(=O)O)C(=O)Nc1nccs1
11. COCCCn1c(=S)[nH]c2sc3c(c2c1=O)CCCS3
12. Cc1ccc(Nc2nc(-c3sc(NC(=O)c4ccccc4)nc3C)cs2)cc1
13. Cc1cc(NS(=O)(=O)c2ccc(NC(=O)CSc3nc4sc(C)c(C)c4c(=O)[nH]3)cc2)no1
14. CN=Cc1nc(-c2ccccc2)oc1O
15. OCCN(CCO)c1ccc(C(c2ccccc2Cl)c2ccc(N(CCO)CCO)cc2Cl)c(Cl)c1
16. Cc1cc(Nc2cccc(Cl)c2C)n2ncnc2n1
entry no.	9	10	11	12	13	14	15	16
procasp7 counter	-4	5	-25	-13	-7	-17	-17	-6
MEP2-GFP yeast	102	99	105	·	108	99	107	114
AHR activator	6	0	19	17	6	21	4	7
LAP4-GFP MLPCN	107	101	96	·	105	98	97	112
ZTA DNA inh	15	-8	-3	11	10	0	0	5
EBNA-1 inhibitor	8	5	0	14	-3	-8	3	-1
proCasp3 act	4	9	-14	-10	-7	-7	4	5
RPL19A-GFP yeast	100	97	101	·	105	94	105	104

17. Cc1noc(C)c1CSc1ccccc1C(=O)O
18. CC1CCN(S(=O)(=O)c2ccc(C(=O)OC(C)C(=O)N(C)C3CCCCC3)cc2)CC1 (stereo not given)
19. CCCCN(C)C(=O)c1ccc2c(c1)S(=O)(=O)c1ccccc1C2=O
20. CCSc1nnc(NC(=O)CSc2nnc(Cc3cccn3C)n2CCc2ccccc2)s1
21. COc1ccccc1C1CC(c2ccccc2)Nc2ncnn21 (stereo not given)
22. Cc1ccc(S(=O)(=O)N2CCOC23CCN(C(=O)c2cc(Cl)ccc2Cl)CC3)cc1
23. O=C(c1ccc(Cl)c(F)c1F)N1CCOCC1
24. O=C(Nc1nc(-c2cccnc2)cs1)c1ccccc1F
entry no.	17	18	19	20	21	22	23	24
procasp7 counter	15	0	0	-4	-1	-2	-2	-3
MEP2-GFP yeast	98	103	102	100	98	113	102	101
AHR activator	-1	3	2	0	-1	1	-1	12
LAP4-GFP MLPCN	91	96	109	100	93	99	102	107
ZTA DNA inh	-4	-13	-6	-3	-14	8	12	-3
EBNA-1 inhibitor	-4	-8	8	11	11	-9	10	20
proCasp3 act	7	3	-7	-4	-5	0	1	5
RPL19A-GFP yeast	100	99	103	99	98	102	105	95

25. CCc1ccc2[nH]c(=O)c(CN(CC3CCCO3)C(=S)NCc3ccco3)cc2c1 (stereo not given)
26. C=C[C@H](CC(C)C)N(Cc1ccccc1)S(=O)(=O)N(Cc1ccccc1)[C@@H](C=C)CC(C)C
27. Cc1ncc([N+](=O)[O-])n1CC(=O)Nc1ccc2c(c1)OCO2
28. CCN(CC)S(=O)(=O)c1cccc(NC(=O)c2cc(=O)[nH]c3ccccc23)c1
29. CCC1CCCCN1C(=O)c1cc2cc(Br)ccc2oc1=O (stereo not given)
30. O=C(O)c1c(NC(=O)N(CCO)Cc2ccccc2)sc2c1CCCC2
31. N#Cc1ccc(Oc2ccc(S(=O)(=O)N3CCCC3)cn2)cc1
32. CC(C)c1ccc(OCC(=O)NC2=NCCS2)cc1
entry no.	25	26	27	28	29	30	31	32
procasp7 counter	-16	-8	7	4	6	-9	8	2
MEP2-GFP yeast	102	95	105	104	97	102	106	113
AHR activator	6	-1	4	6	2	5	-1	1
LAP4-GFP MLPCN	92	97	94	92	99	118	99	102
ZTA DNA inh	3	·	-16	-1	9	14	-6	11
EBNA-1 inhibitor	4	·	8	0	-2	4	2	1
proCasp3 act	-4	4	1	-12	3	-3	-6	5
RPL19A-GFP yeast	100	96	100	105	96	98	105	102

Arranged by the number under LAP4-GFP MLPCN (high to low): 4 from the list above
No.	smiles	MEP2-GFP yeast	AHR activator	LAP4-GFP MLPCN	EBNA-1 inhibitor	proCasp3 act	RPL19A-GFP yeast
31	N#Cc1ccc(Oc2ccc(S(=O)(=O)N3CCCC3)cn2)cc1	106	-1	99	2	-6	105
26	C=C[C@H](CC(C)C)N(Cc1ccccc1)S(=O)(=O)N(Cc1ccccc1)[C@@H](C=C)CC(C)C	95	-1	97	·	4	96
27	Cc1ncc([N+](=O)[O-])n1CC(=O)Nc1ccc2c(c1)OCO2	105	4	94	8	1	100
28	CCN(CC)S(=O)(=O)c1cccc(NC(=O)c2cc(=O)[nH]c3ccccc23)c1	104	6	92	0	-12	105

Next structures follow:
33. O=C(N/N=C/c1cccc(F)c1)c1c(O)c2c([nH]c1=O)CCCC2
34. COc1ccc(CCNC(=O)c2nnc(CS(=O)(=O)c3ccccc3)o2)cc1OC
35. NC(=O)NC(Cc1ccccc1)C(=O)O (stereo not given)
36. O=C(/C=C/c1cccc(C(F)(F)F)c1)OCC(=O)N1CCN(c2ccccc2)CC1
37. COC(=O)c1ccc(N2CCN(C(C)=O)CC2)c(NC(=O)COc2ccccc2C)c1
38. CCCCOC(=O)c1ccc(NC(=O)c2cc(Cl)c(Cl)cc2C(=O)O)cc1
39. COc1cc(C(=O)NN(CCC#N)C2=NS(=O)(=O)c3ccccc32)cc(OC)c1OC
40. O=C(N/N=C\c1ccc([N+](=O)[O-])s1)c1cncc(Br)c1
entry no.	33	34	35	36	37	38	39	40
procasp7 counter	7	-5	0	-4	8	-3	-6	7
MEP2-GFP yeast	93	97	100	102	100	111	105	119
AHR activator	10	-3	1	-2	2	5	-3	13
LAP4-GFP MLPCN	94	111	97	94	102	85	101	109
ZTA DNA inh	-11	1	-11	·	-1	4	6	21
EBNA-1 inhibitor	-8	-3	-4	·	8	-13	-10	9
proCasp3 act	4	7	-4	7	3	-15	1	-12
RPL19A-GFP yeast	99	94	100	99	108	102	106	111

41. CCn1cc(C(=O)N[C@@H](CCSC)C(=O)NCCCO)c(=O)c2cc3c(cc21)OCO3
42. Cc1c(Br)ccc(NC(=O)CCN2C(=O)C3C4CCC(C4)C3C2=O)c1C (stereo not given)
43. Cc1c(C)n2c(SCC(=O)N3CCC(C)CC3)nnc2[nH]c1=O
44. C/C(CC(=O)Nc1ccccn1)=N\NC(=O)c1ccc([N+](=O)[O-])cc1Cl
45. COc1ccc(CNCCc2ccc([N+](=O)[O-])cc2)c(OC)c1OC
46. CC(CCc1ccc(O)cc1)NCc1ccc(Cl)cc1Cl (stereo not given)
47. COc1ccc(C(=O)OC2CCCCC2CN(C)C)cc1 (stereo not given)
48. NS(=O)(=O)c1ccc2c(c1)C(=NO)c1cc(S(N)(=O)=O)ccc1-2
entry no.	41	42	43	44	45	46	47	48
procasp7 counter	-6	-2	0	-5	-13	-2	-2	10
MEP2-GFP yeast	105	98	94	98	104	102	101	111
AHR activator	1	4	-2	5	4	1	-1	9
LAP4-GFP MLPCN	90	91	98	104	88	100	95	98
ZTA DNA inh	2	4	-9	12	1	-9	1	-5
EBNA-1 inhibitor	-13	4	3	7	-11	1	8	-7
proCasp3 act	-4	-10	6	-8	3	12	9	-1
RPL19A-GFP yeast	104	96	90	99	102	103	103	107

49. CN(C)S(=O)(=O)c1cccc(NC(=O)/C=C/c2ccccc2[N+](=O)[O-])c1
50. CCOC(=O)c1cc(-c2csc(COc3ccccc3Cl)n2)on1
51. COc1cccc(NC(=O)c2ccccc2Br)c1
52. CCOC(=O)C1(Cc2ccccc2)NC(c2ccccc2F)C2C(=O)N(CC)C(=O)C21 (stereo not given)
53. N#CNC(=Nc1ccc(Cl)cc1)Oc1ccccc1
54. CCCCN(Cc1ccccc1)C1CCN(Cc2ccccc2)CC1
55. Cc1ccc(S(=O)(=O)NCCC(=O)N2CCOCC2)cc1C
56. COc1ccc(CC(=O)N2CCC(n3nccc3NC(=O)C3CC3)CC2)cc1
entry no.	49	50	51	52	53	54	55	56
procasp7 counter	-4	6	3	9	0	5	5	3
MEP2-GFP yeast	96	90	106	107	102	97	95	94
AHR activator	22	-2	3	3	11	4	-2	2
LAP4-GFP MLPCN	112	101	100	104	·	88	89	82
ZTA DNA inh	10	-1	-6	3	5	-6	2	0
EBNA-1 inhibitor	9	-4	2	18	-1	-1	15	3
proCasp3 act	10	3	-2	4	5	0	0	5
RPL19A-GFP yeast	97	93	104	105	101	92	90	106

57. NS(=O)(=O)c1ccc(CNC(=O)c2ccc(S(=O)(=O)NCc3ccco3)cc2)cc1
58. CCN(CC)C(=O)C(=O)c1cccn1-c1cccc(OC)c1C#N
59. O=C(C(Cc1ccccc1)N1C(=O)C2C3CCC(C3)C2C1=O)N1CCCCC1 (stereo not given)
60. CCN(CC)CC(=O)Nc1ccc2c(c1)N(C(=O)CN(CC)CC)c1ccccc1CC2
61. CCOC(=O)Cc1c(C)nc(SC)[nH]c1=O
62. C=CCOc1ccc(C=Nc2ccc(Cl)cc2)c(O)c1
entry no.	57	58	59	60	61	62
procasp7 counter	7	9	2	-1	9	-1
MEP2-GFP yeast	100	105	96	99	98	97
AHR activator	0	-2	0	1	0	-2
LAP4-GFP MLPCN	107	85	92	106	97	85
ZTA DNA inh	4	-3	1	-2	-1	2
EBNA-1 inhibitor	·	6	8	7	1	-9
proCasp3 act	14	2	-4	-11	11	7
RPL19A-GFP yeast	101	100	96	97	94	102
